Source: PubChem (several laboratories)
CatS block: inhibitors of human cathepsin S, biochemical, compound mixtures. P25774. recombinant cathepsin S, AMC dipeptide fluorescence, pooled mixtures. inhibition, %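 (tested at 5 µM per compound within 10-compound mixtures)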. 62,000 tested, 0.06% active. AID 501, 2006; in the data active = inhibition above about 32%, passing the limit was not always enough;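 note: 0% = enzyme without compound and 100% = blank without enzyme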
PKA inh: inhibitors of human PKA kinase activity, primary screen, biochemical, ATP-depletion luminescence, Kemptide substrate | cAMP-dependent protein kinase catalytic subunit alpha (Homo sapiens), P17612 | PKA Kemptide phosphorylation, Kinase-Glo ATP luminescence | inhibition, % at 6 µM | 65,000 tested, 0.1% active | AID 524, 2006;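 active = inhibition above the screen-wide mean inhibition plus 3 SD, cut at about 21% in these data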; note: many of its hits are not listed in these tables
CatL inh: inhibitors of human cathepsin L, biochemical. Procathepsin L (Homo sapiens), P07711. purified cathepsin L, fluorogenic substrate, fluorescence. inhibition, %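 (tested at 10 µM)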. 58,000 tested, 0.17% active. AID 460, 2006; in the data active = inhibition above about 45%;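 note: 0% = enzyme with no compound and 100% = no enzyme blank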
JNK3 inh: JNK3 kinase activity inhibitors, primary screen, biochemical, human, purified enzyme. AID 746, 2007. Mitogen-activated protein kinase 10 (Homo sapiens), P53779. inhibition, % at 8 µM. HTS. 60,000 tested, 0.61% active; in the data active = inhibition above about 17%;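 note: 0% = DMSO and 100% = reference inhibitor; many of its hits are not listed in these tables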
CatG inh: human cathepsin G inhibitors, primary screen, biochemical, pooled compound mixtures, AMC fluorescence. purified enzyme, AMC-tetrapeptide fluorescence. inhibition, % at 5 µM (by protocol). P08311. 62,000 tested, 0.2% active;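 active = inhibition above 20% in each of the two mixture wells holding the compound; inactive = inhibition of 20% or less in either well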;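 note: 0% = enzyme control without mixture and 100% = blank lacking enzyme; strong numbers were not always called active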
Target sequence (P08311 21-244 limits assumed): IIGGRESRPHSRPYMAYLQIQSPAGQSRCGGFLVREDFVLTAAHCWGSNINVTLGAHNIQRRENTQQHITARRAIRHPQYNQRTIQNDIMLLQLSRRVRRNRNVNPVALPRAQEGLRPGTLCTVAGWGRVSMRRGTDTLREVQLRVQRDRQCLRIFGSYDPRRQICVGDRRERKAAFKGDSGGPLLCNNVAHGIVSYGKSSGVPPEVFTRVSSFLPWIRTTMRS
FXIIa inh mix: human factor XIIa inhibitors, primary screen, biochemical, pooled compound mixtures, fluorogenic substrate; AID 684, 2007; Coagulation factor XII (Homo sapiens), P00748; 62,000 tested, 0.2% active; purified FXIIa; inhibition, % at 5 µM;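 note: 0% = enzyme without compound and 100% = no enzyme blank; some results filed as inactive read as strong as hits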
FXIa inh mix: FXIa protease inhibitors in compound pools, primary screen, biochemical, 10-compound mixtures. Coagulation factor XI (Homo sapiens), P03951. purified FXIa, fluorogenic substrate, pooled mixtures. inhibition, % at 5 µM. 62,000 tested, 0.19% active;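 note: each value is inhibition by a whole ten-compound pool holding the compound; 0% = enzyme with no mixture and 100% = wells lacking enzyme; strong numbers were not always called active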
ROCK2 inh: inhibitors of human ROCK2 kinase, primary screen, biochemical, high-throughput, luminescence; 60,000 tested, 0.35% active; AID 604, 2007; Rho-associated protein kinase 2 (Homo sapiens), O75116; purified ROCK2, Kinase-Glo ATP depletion luminescence; inhibition, % at 6 µM;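 active = inhibition above the screen-wide mean inhibition plus 3 SD, cut at about 18% in these data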;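 note: plate controls were DMSO wells for no effect and Y-27632 control wells after no-enzyme background subtraction for full effect; many of its hits are not listed in these tables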
C1s block: complement C1s protease inhibitors, primary screen, biochemical, 10-compound mixtures. purified C1s, fluorogenic AMC substrate, pooled mixtures. Complement C1s subcomponent (Homo sapiens), P09871. 62,000 tested, 0.16% active. mean inhibition % of two 10-compound mixtures (stronger effect = higher value), % at 5 µM (by protocol). AID 538, 2006;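 active = inhibition above 20% in each of the two 10-compound mixture wells holding the compound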;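 note: 0% = enzyme wells lacking compound mixture and 100% = no-enzyme blank wells; some compounds called inactive have numbers as strong as hits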
Target sequence (P09871 16-437 limits assumed): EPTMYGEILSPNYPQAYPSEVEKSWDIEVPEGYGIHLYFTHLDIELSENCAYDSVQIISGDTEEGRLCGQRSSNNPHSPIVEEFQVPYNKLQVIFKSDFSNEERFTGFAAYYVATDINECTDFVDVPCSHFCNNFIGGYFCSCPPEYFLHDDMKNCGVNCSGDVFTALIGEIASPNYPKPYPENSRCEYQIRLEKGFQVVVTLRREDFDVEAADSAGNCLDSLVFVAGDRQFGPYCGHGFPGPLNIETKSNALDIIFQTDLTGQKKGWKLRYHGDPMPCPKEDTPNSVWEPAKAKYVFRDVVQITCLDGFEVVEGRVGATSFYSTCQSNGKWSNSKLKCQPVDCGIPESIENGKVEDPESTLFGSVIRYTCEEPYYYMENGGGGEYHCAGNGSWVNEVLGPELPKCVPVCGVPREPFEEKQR
Target sequence (P09871 438-688 limits assumed): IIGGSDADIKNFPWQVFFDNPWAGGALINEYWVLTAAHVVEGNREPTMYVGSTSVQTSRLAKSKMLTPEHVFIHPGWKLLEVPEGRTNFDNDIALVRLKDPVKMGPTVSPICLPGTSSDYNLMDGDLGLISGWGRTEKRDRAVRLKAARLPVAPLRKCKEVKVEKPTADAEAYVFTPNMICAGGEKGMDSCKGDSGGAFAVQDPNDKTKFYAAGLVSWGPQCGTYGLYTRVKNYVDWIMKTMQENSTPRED
* marks the source's active call; other numbers are inactive results; . = no result given. Cut-off read from the data, not from the text of the source, unless noted: active = inhibition above about 20% (passing the limit was not always enough); inactive = the rest.

SMILES | CatS block | PKA inh | CatL inh | JNK3 inh | CatG inh | FXIIa inh mix | FXIa inh mix | ROCK2 inh | C1s block
CCOC(=O)c1c(C)n(C)c2ccc(O)c(CN3CCC(C)CC3)c12 | -2 | 9 | 16 | 2 | 1 | 11 | -8 | 4 | -22
COc1cccc(-c2csc(N3CCN(CC(=O)Nc4ccc5c(c4)OCO5)CC3)n2)c1 | 14 | 8 | 7 | 1 | 15 | 2 | 7 | 5 | 15
O=C(COc1ccc(S(=O)(=O)N2CCCC2)cc1Cl)NCc1ccco1 | 3 | -2 | -4 | 0 | 9 | 9 | 6 | 7 | 20
COc1cc(OC)c(OC)cc1CN1CCN(c2ccccc2OC)CC1 | 11 | -8 | 3 | 0 | 0 | 9 | 5 | -1 | -33
COc1ccccc1N1CCN(C(=O)CCCC2=NS(=O)(=O)c3ccccc3N2)CC1 | 8 | 4 | 11 | -11 | -2 | 11 | 10 | 3 | -1
O=C(Nc1ccc2nc(-c3cccs3)[nH]c2c1)c1cccs1 | 4 | 4 | 0 | 0 | -34 | 5 | -2 | 3 | -26
COC(=O)c1ccc(N2C(=O)CC(N3CCN(C(=O)c4ccco4)CC3)C2=O)cc1 (centres undefined) | 0 | 0 | 20 | -3 | 5 | 3 | -2 | 2 | -22
CCN(CC)c1nc(C#N)cc(-c2ccc(OC)cc2)n1 | -6 | 4 | -13 | -1 | 11 | -2 | 8 | -4 | 13
Cc1ccc2oc(-c3ccco3)nc2c1 | -2 | 16 | -3 | -4 | -10 | 7 | 0 | -3 | -31
CCOCCCNS(=O)(=O)c1ccc2c(c1)CCN2C(C)=O | -4 | 9 | 0 | . | -3 | 7 | 4 | . | -2
Cc1ccc(NCc2nnc(SCC(=O)Nc3ccccc3)n2CC2CCCO2)c(C)c1 (centres undefined) | 1 | -4 | 5 | -3 | 4 | 13 | 7 | 0 | -6
Cc1cc(C)nc(N2CCCC(C(=O)NCCc3cccc(F)c3)C2)n1 (centres undefined) | 14 | 8 | 1 | -5 | -5 | -22 | 5 | -2 | -18
Cc1cccc(-c2cc3nc4c(c(N5CCCC(O)C5)n3n2)CCC4)c1 (centres undefined) | -3 | 8 | -9 | -1 | -7 | -1 | -6 | 2 | -29
O=C1CCCC(O)=C1C=NCCc1ccccc1 | -1 | 6 | . | 4 | 33* | -1 | 29 | 9 | 50*
CC(C)c1nc(-c2ccccn2)no1 | -1 | 8 | -4 | -3 | 0 | 1 | 3 | 5 | 0
CCOC(=O)N1CCC(NC(=O)CCC(=O)N2CC(C)Oc3ccc(Cl)cc32)CC1 (centres undefined) | 5 | 3 | 15 | -6 | -4 | 16 | 7 | -1 | 8
Brc1ccc2[nH]c3nc(SCCN4CCOCC4)nnc3c2c1 | 22 | 8 | 43 | -1 | -13 | 0 | -1 | 6 | -23
CC(=O)N1CC2(C)CN(C(C)=O)CC(C)(C1)C2=O | -9 | -3 | -7 | -3 | -2 | 14 | 1 | -3 | -28
CCN(CC)C(=O)CSC(=Nc1ccccc1F)NC#N | -6 | 8 | -7 | 2 | 9 | 13 | 7 | 2 | 15
CCOc1ccc(N(CC(=O)NC2CCCCC2)S(=O)(=O)c2c(C)noc2C)cc1 | 9 | 0 | 11 | 3 | -5 | 1 | -2 | 2 | 4
Cc1cc(N2CC34C=CC(O3)C(C(=O)O)C4C2=O)no1 (centres undefined) | -11 | 10 | 11 | 1 | 3 | 6 | 2 | 5 | -53
CCOC(=O)c1cc2sccc2n1CCCN1C(=O)c2ccccc2C1=O | 5 | -2 | 14 | -1 | 33 | 7 | 25 | -6 | 26
CCn1ncc(Br)c1C(=O)Nc1nccs1 | -4 | 0 | 1 | 1 | 6 | 7 | 7 | 5 | 6
O=C(C1Cc2ccccc2O1)N1CCCCC1 (centres undefined) | 10 | 0 | 13 | -4 | -3 | 15 | 6 | 1 | 0
COc1ccccc1NC(=O)C1C2C=CC3(CN(Cc4cccnc4)C(=O)C13)O2 (centres undefined) | -4 | -4 | . | -4 | 48 | 7 | 23 | -2 | 23

14 structures out of the list, arranged by molecular weight, descending.
SMILES | CatS block | PKA inh | CatL inh | JNK3 inh | CatG inh | FXIIa inh mix | FXIa inh mix | ROCK2 inh | C1s block
COc1cccc(-c2csc(N3CCN(CC(=O)Nc4ccc5c(c4)OCO5)CC3)n2)c1 | 14 | 8 | 7 | 1 | 15 | 2 | 7 | 5 | 15
CCOC(=O)N1CCC(NC(=O)CCC(=O)N2CC(C)Oc3ccc(Cl)cc32)CC1 (centres undefined) | 5 | 3 | 15 | -6 | -4 | 16 | 7 | -1 | 8
CCOc1ccc(N(CC(=O)NC2CCCCC2)S(=O)(=O)c2c(C)noc2C)cc1 | 9 | 0 | 11 | 3 | -5 | 1 | -2 | 2 | 4
COC(=O)c1ccc(N2C(=O)CC(N3CCN(C(=O)c4ccco4)CC3)C2=O)cc1 (centres undefined) | 0 | 0 | 20 | -3 | 5 | 3 | -2 | 2 | -22
O=C(COc1ccc(S(=O)(=O)N2CCCC2)cc1Cl)NCc1ccco1 | 3 | -2 | -4 | 0 | 9 | 9 | 6 | 7 | 20
Brc1ccc2[nH]c3nc(SCCN4CCOCC4)nnc3c2c1 | 22 | 8 | 43 | -1 | -13 | 0 | -1 | 6 | -23
COc1ccccc1NC(=O)C1C2C=CC3(CN(Cc4cccnc4)C(=O)C13)O2 (centres undefined) | -4 | -4 | . | -4 | 48 | 7 | 23 | -2 | 23
Cc1cccc(-c2cc3nc4c(c(N5CCCC(O)C5)n3n2)CCC4)c1 (centres undefined) | -3 | 8 | -9 | -1 | -7 | -1 | -6 | 2 | -29
CCN(CC)C(=O)CSC(=Nc1ccccc1F)NC#N | -6 | 8 | -7 | 2 | 9 | 13 | 7 | 2 | 15
Cc1cc(N2CC34C=CC(O3)C(C(=O)O)C4C2=O)no1 (centres undefined) | -11 | 10 | 11 | 1 | 3 | 6 | 2 | 5 | -53
CC(=O)N1CC2(C)CN(C(C)=O)CC(C)(C1)C2=O | -9 | -3 | -7 | -3 | -2 | 14 | 1 | -3 | -28
O=C1CCCC(O)=C1C=NCCc1ccccc1 | -1 | 6 | . | 4 | 33* | -1 | 29 | 9 | 50*
Cc1ccc2oc(-c3ccco3)nc2c1 | -2 | 16 | -3 | -4 | -10 | 7 | 0 | -3 | -31
CC(C)c1nc(-c2ccccn2)no1 | -1 | 8 | -4 | -3 | 0 | 1 | 3 | 5 | 0

Next records follow.
SMILES | CatS block | PKA inh | CatL inh | JNK3 inh | CatG inh | FXIIa inh mix | FXIa inh mix | ROCK2 inh | C1s block
Cc1cc2occ(CC(=O)NC3=NCCS3)c2cc1C(C)C | -17 | 6 | . | -2 | -12 | 2 | -24 | 6 | -154
CC(OC(=O)C1CCCO1)C(=O)NC1CCCC1 (centres undefined) | 0 | -4 | 2 | 0 | 1 | 5 | 2 | -1 | -26
CCSc1nc(C)cc(Oc2ccc(=O)n(C)n2)n1 | 20 | -8 | 12 | 2 | 0 | 4 | 8 | 0 | -7
CCCn1c(SCC(=O)NC(=O)NCc2ccco2)n[nH]c1=O | -2 | -1 | 0 | -5 | 12 | 10 | 4 | 0 | 12
Cc1cc(NC(=O)C2C3C(=O)N(CCC(C)C)C(C(=O)NCc4ccccc4)C34C=CC2(C)O4)no1 (centres undefined) | 9 | -2 | 21 | -5 | 4 | 13 | 10 | -1 | 0
CCOC(=O)c1ccccc1NC(=O)CSc1nnc(Cc2cccn2C)n1-c1ccc(F)cc1 | 5 | -6 | 10 | 1 | 32 | 0 | 8 | -1 | -4
COc1ccccc1-n1cnc2cc(NCc3ccco3)ccc21 | 4 | 4 | 10 | 1 | -1 | -3 | 0 | 3 | 5
Cc1cc(/C=N/n2cnnc2)c(C)n1-c1ccc2ncccc2c1 | 7 | 3 | . | -1 | 9 | -14 | 3 | 5 | 5
COC(=O)c1ccc(NC(=O)c2sc3nc(-c4ccccc4)cn3c2C)cc1 | 3 | 12 | 12 | -4 | -1 | -14 | 1 | 6 | -2
CCOCCCNC(=O)C(NC(=O)C1CCC(=O)N1)c1ccc(C)cc1 (centres undefined) | 5 | 10 | 15 | . | 1 | 0 | -3 | . | 3
O=C(Nc1cnn(Cc2ccc(Cl)cc2Cl)c1)c1noc2c1CCCC2 | 13 | 9 | 0 | -1 | 10 | -1 | 2 | 6 | 7
CC1(C)CC2(CCO1)OC(=O)CC2C(=O)NCc1ccccc1 (centres undefined) | 11 | 9 | 7 | 4 | -2 | -19 | 3 | 8 | -21
Nc1nonc1-n1nncc1-c1ccccc1 | -3 | 28* | 3 | . | 5 | -3 | 4 | . | 9
CC12CCC(C(N)=O)(c3nc4ccccc4nc31)C2(C)C (centres undefined) | -1 | 1 | -7 | 7 | -2 | -5 | 10 | 1 | 4
CC(=O)c1cccc(NC(=O)c2ccncc2)c1 | 14 | -4 | . | 2 | 12 | 3 | 12 | 7 | 17
COc1ccc2nc(NC(=O)c3ccoc3C)sc2c1 | 4 | -16 | 8 | 2 | 7 | 3 | 6 | -51 | 25
NC(=O)C1CC(=O)N(Cc2ccc3c(c2)OCO3)C(=Nc2ccccc2)S1 (centres undefined) | -9 | 2 | -6 | -9 | -9 | 5 | 7 | -1 | -11
Cc1ccc(C(=O)Nc2nnc(-c3cccs3)s2)cc1C | -8 | 3 | -20 | 4 | 8 | 2 | 3 | 5 | 10
CC1CCCN(C(=O)Nc2cccc(NC(=O)N3CCCC(C)C3C)c2)C1C (centres undefined) | -6 | 7 | . | -2 | 10 | -5 | 1 | 5 | -6
O=C(NCC(=O)N(CCN1CCOCC1)C(C(=O)NC1CCCC1)c1cccs1)c1ccco1 (centres undefined) | -5 | 11 | 7 | 0 | 9 | -1 | -2 | 3 | -6
O=C(NC1CCCCC1)N1CCC(c2nc(-c3ccc(S(=O)(=O)N4CCCC4)cc3)no2)CC1 | -4 | -7 | 3 | 0 | 13 | 9 | 7 | 5 | 23
COCCn1c(=O)[nH]c2cc(C(=O)NCC3CCCO3)ccc2c1=O (centres undefined) | 8 | 7 | 4 | . | 10 | 2 | -8 | . | 16
Cc1cc(C(=O)CSc2nc(N)cc(N)n2)c(C)n1CCc1ccc(F)cc1 | -1 | 10 | -3 | -4 | -6 | 0 | 8 | 1 | 14
O=C(CN1CCOCCOCCN(CC(=O)Nc2ccccc2)CCOCC1)Nc1ccccc1 | 2 | -1 | -2 | 7 | -3 | 8 | 4 | 3 | 3
O=C1c2cccnc2C(O)N1Cc1cccs1 (centres undefined) | 9 | 15 | 26 | 2 | -5 | 8 | 4 | 11 | -12
COc1ccc(NC(=O)CCN2CCCC(C)C2)cc1 (centres undefined) | -3 | 11 | 2 | 6 | 10 | -24 | 9 | 4 | 13
CCOC(=O)c1ccc(NC(=O)CN2CCN(CCN=CC3=C(O)CC(C)(C)CC3=O)CC2)cc1 | -4 | 7 | -7 | 2 | 8 | -17 | -2 | 5 | -5
O=C1OCCC1Sc1nnc(-c2ccc(Br)cc2)o1 (centres undefined) | -4 | -2 | 12 | . | 10 | -2 | 5 | . | 8
COC(=O)c1ccc(CN(C(C)=O)c2ccccc2)o1 | . | 1 | 6 | 0 | . | . | . | 4 | .

This is a random part of the collection (roughly 1.5% active in at least one column).
